TNAP activation fold = human TNAP enzyme activators, primary screen, biochemical, luminescent, no phosphate acceptor, uHTS (AID 1001); purified TNAP, luminescent activation assay, no phosphate acceptor; higher activation fold means a stronger effect; one-dose activation fold at 20 µM; EC50 in µM for titrated hits; 0.03% of 200,000 active; in the data active means activation fold from about 3, or a potency from the dose series; inactive means the rest, 99 in 100 with activation fold below about 1.6; further: many of its hits are not listed in these tables
human PMI inhibitors = MPI inhibition at elevated mannose 6-phosphate – biochemical, fluorescence intensity, high mannose 6-phosphate, primary screen (AID 1220). recombinant PMI enzyme, coupled fluorescence intensity; higher % means a stronger effect. inhibition, % at 20 µM, or IC50 in µM where a hit was titrated. 0.66% of 190,000 active
M1AAP inhibition = malaria alanyl aminopeptidase activity blockers – biochemical, fluorogenic H-Leu-NHMec substrate, 1536-well (AID 1445); recombinant M1AAP, H-Leu-NHMec fluorogenic kinetic assay; higher % means a stronger effect; inhibition, % at 30 µM, or IC50 in µM where a hit was titrated; 0.42% of 220,000 active;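 active means primary inhibition above the hit cutoff, then over 50% inhibition at one or more dose response concentrations, cut at about 23% in these data, passing the limit was not always enough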;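 further: plate controls were DMSO full reaction for no effect and no enzyme background for full effect; strong numbers were not always called active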
PMI inhibitors = MPI enzyme activity inhibition – biochemical, fluorescence intensity, coupled assay, primary screen (AID 1209) | inhibition, % at 20 µM; hits with a dose series show IC50 in µM | purified PMI enzyme, coupled fluorescence intensity; higher % means a stronger effect | 0.42% of 190,000 active;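 further: plate controls were DMSO vehicle for no effect and wells lacking substrate for full effect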
XIAP antagonists = XIAP antagonists, biochemical, IAP family, fluorescence polarization (AID 1018); one-dose displacement, % at 20 µM; IC50 in µM for titrated hits; 0.007% of 200,000 active; XIAP BIR domain, fluorescence polarization peptide displacement; higher % means a stronger effect; in the data active means displacement above about 50%; further: a part of the inactive calls stands beside numbers as strong as those of hits
M17LAP inhibition = P. falciparum M17LAP inhibitors, primary screen, biochemical, fluorogenic H-Leu-NHMec substrate, 1536-well (AID 1619); recombinant M17LAP, H-Leu-NHMec fluorogenic kinetic assay; higher % means a stronger effect; 0.38% of 220,000 active; inhibition, % at 30 µM, or IC50 in µM where a hit was titrated;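 active means compound inhibiting the enzyme by more than half at any dose during confirmatory dose-response retesting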;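 further: plate controls were full reaction with DMSO carrier for no effect and no enzyme background for full effect; strong numbers were not always called active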
WT yeast gro inh = growth inhibition of WT yeast, mitochondrial fusion screen | mitochondrial fusion phenotypic screen, WT strain | inhibition, % at 10 µM | 2.1% of 190,000 active | AID 1362; in the data active means inhibition above about 58%; tested in S. cerevisiae
Yfh1-depleted yeast = mitochondrial function rescue without frataxin homolog – Friedreich's ataxia, plus single-dose screen, dose response (AID 1465); S. cerevisiae Yfh1-off respiration, WST-1 reduction, 72 h; higher fold induction means a stronger effect; fold induction at 50 µM, or EC50 in µM where a hit was titrated; 0.074% of 220,000 active;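 active means fold induction of absorbance versus untreated yeast above a set limit, then at least 30% activation at any dose in follow-up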;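 further: activators that raise dye reduction in frataxin-depleted yeast; strong numbers were not always called active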
LYP phosphatase = inhibitors of LYP phosphatase, biochemical, fluorescence intensity, uHTS (AID 1779); recombinant LYP phosphatase, fluorescence intensity; higher % means a stronger effect; inhibition, % at 11.5 µM; hits with a dose series show IC50 in µM; 0.054% of 290,000 active;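 further: plate controls were vehicle with enzyme for no effect and no enzyme for full effect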
WT yeast gro inh mutant strain = recorded beside WT yeast gro inh, whose call it bears; inhibition, %; mitochondrial fusion phenotypic screen, mutant strain inhibition
Starred values were filed as active, the others as inactive; i = inactive; · = not tested or not shown. Unless noted, no stated cut-off is given here; in the data, active means inhibition above about 50%; inactive means the rest. Compounds were not picked by outcome; about 3.7% have a hit in one of these screens.

SMILES	TNAP activation fold	human PMI inhibitors	M1AAP inhibition	PMI inhibitors	XIAP antagonists	M17LAP inhibition	WT yeast gro inh	WT yeast gro inh mutant strain	Yfh1-depleted yeast	LYP phosphatase
COC(=O)c1sc(-c2ccc(Cl)cc2)cc1N	·	·	7%	·	·	-1%	·	·	i	-6%
O=C(COC(=O)/C=C/c1ccc2c(c1)OCO2)Nc1ccc(S(=O)(=O)N2CCCC2)cc1	1.1	2%	13%	6%	-1.6%	-4%	-6	-13	i	4%
CC(C(=O)NCc1ccccn1)c1ccc([N+](=O)[O-])cc1 (stereo not given)	1.1	-4%	4%	0%	-1.0%	5%	-1	4	i	-9%
COc1ccc(C2=NOC(C(=O)NC(C)C)C2)cc1 (stereo not given)	1	-6%	-5%	-7%	-3.9%	-16%	1	2	i	-10%
Cc1ccc(Cn2c(SC3CCOC3=O)nc3ccccc3c2=O)cc1 (stereo not given)	1.1	2%	6%	18%	-2.0%	0%	-4	-11	i	3%
O=C(c1ccccc1)N1CCN(C2CCCCCC2)CC1	1.1	7%	8%	18%	-3.3%	7%	-9	4	i	-4%
O=C(Cn1nnc2c(cnn2-c2ccc(F)cc2)c1=O)c1ccccc1F	1	9%	0%	11%	0.3%	2%	-9	-21	i	1%
COc1ccc(C)cc1NC(=O)CSc1nnnn1Cc1ccccc1	1.1	5%	3%	6%	-4.9%	-1%	-2	-4	i	0%
N#Cc1cccc(NC(=O)CSc2n[nH]c(=O)[nH]c2=O)c1	1.1	-9%	7%	-2%	-6.0%	-1%	-3	-6	i	-2%
Cc1cc(N2CCN(c3ccccc3)CC2)n2c(n1)nc1ccccc12	1.1	-1%	6%	0%	-2.9%	11%	11	-6	i	-10%
COc1ccc(NC(=O)c2ccc(CNc3c(N4CCCC4)c(=O)c3=O)cc2)cc1Cl	·	·	3%	·	·	-3%	·	·	i	-4%
CCOC(=O)N1CCN(C(=O)c2ccc3nc4ccc(Cl)cc4c(=O)n3c2)CC1	1.1	9%	2%	8%	-1.4%	-18%	7	-6	i	-7%
CSc1nsc2nc(=O)c(/C=C3\C=Nc4ccccc43)c(N)n12	0.7	3%	21%	-9%	-13%	12%	10	-2	i	6%
Cc1onc(-c2c(Cl)cccc2Cl)c1C(=O)N1C=CC(C(F)(F)F)=NCC1	1	19%	0%	18%	-8.1%	13%	-13	-11	i	3%
C/C(CCc1ccco1)=N\NC(=O)CNc1c(Br)cc(Br)cc1Br	1.1	-3%	-1%	-3%	-5.4%	5%	14	23	i	1%
Cc1ccnc(Nc2nc3ccccc3s2)n1	1.1	-8%	0%	-10%	-6.5%	-6%	-1	-15	i	-6%
O=C(c1sc2ccccc2c1Cl)N1CCN(c2ccccc2F)CC1	1	16%	1%	22%	19%	-3%	54	37	i	-1%
CCN(CC)c1ncnc2c1[nH]c1ccccc12	1.1	3%	17%	8%	-6.9%	14%	0	-3	i	-6%
COc1ccc(NS(=O)(=O)c2ccc3nc(COc4ccc(Cl)c(C)c4)[nH]c3c2)cc1	1.7	15%	-10%	14%	-8.5%	16%	8	9	i	-2%
O=C(OCc1c(Cl)nc2sccn12)c1cc2c(s1)CCCC2	1.1	5%	-4%	6%	-2.8%	6%	6	4	·	-10%
C=CCn1c(SCc2cc(=O)n3ccsc3n2)nc2scc(C3CC3)c2c1=O	1	12%	·	12%	-8.1%	·	19	12	i	-2%
CCN(CC)S(=O)(=O)c1cc(C)c(C)cc1Br	1.1	5%	0%	3%	-1.2%	9%	-4	-5	i	1%
CCOc1cc(/C=N/OC(C)=O)ccc1OCc1ccccc1	1.1	-4%	-1%	1%	-7.4%	3%	-2	10	i	0%
Cc1cc(C)nc(N2CCCC(C(=O)Nc3cc(F)ccc3C)C2)n1 (stereo not given)	1	7%	12%	6%	·	3%	-3	18	·	-4%
Cn1c(=O)cc(OCC(=O)NCCc2ccc(Cl)cc2)c2ccccc21	1	5%	6%	3%	-7.3%	-3%	5	5	i	-3%
CC(C)(Oc1ccc(-c2ccco2)cc1)C(=O)O	1.1	-9%	11%	-4%	-2.0%	6%	1	-8	i	1%
COC(=O)c1ccc(C(=O)NC(=S)Nc2nc3c(s2)CCCC3)cc1	1	-11%	10%	-6%	·	3%	29	30	i	-2%
CCOC(=O)NN1C(=O)c2ccccc2NC1c1cccc(O)c1 (stereo not given)	1	-3%	39%	-2%	-5.9%	-240%	4	-8	i	-6%
O=C1CC2c3ccccc3C1C1C(=O)N(CCc3ccccc3)C(=O)C21 (stereo not given)	1.1	4%	-3%	9%	-2.2%	3%	0	-7	i	-8%
CCOC(=O)c1c(NC(=O)CN2CCOCC2)sc2c1CC(C)(C)OC2	1.1	-9%	7%	0%	-7.2%	-5%	2	-4	i	-9%
O=C(Cc1ccc(Br)cc1)N(Cc1ccccc1)c1ccccn1	1.1	7%	-4%	4%	-1.2%	5%	34	23	i	-6%
CCCCOC(=O)c1cc(=O)[nH]c2ccccc12	1.1	7%	3%	10%	-4.4%	-12%	25	23	i	-3%
Cc1ccnc(N(C(=O)c2cccs2)C(=O)c2cccs2)c1	1.1	10%	2%	10%	-1.5%	8%	7	15	i	-7%
O=C(NCC1CCCO1)c1ccc2c(c1)C(=O)N(C1CCCCC1)C2=O (stereo not given)	1.1	-8%	10%	2%	-5.0%	5%	1	-3	i	-11%
CCCCC1OC23CCCCC2C(C#N)(C#N)C1(C#N)C(=N)O3 (stereo not given)	1.1	38%	20%	11%	-1.5%	-55%	-8	8	i	-4%
COc1c(OC(C)=O)ccc(/C=C/c2ccc3cccc(OC)c3n2)c1[N+](=O)[O-]	1.1	16%	3%	16%	0.4%	0%	43	3	i	0%
Cn1c(/C(C#N)=C/c2ccncc2)nc2ccccc21	1.1	31%	·	13%	-2.7%	·	-14	2	i	-8%
CC(Sc1nnc2ccccn12)C(N)=O (stereo not given)	0.8	2%	-10%	-1%	-4.3%	-9%	-5	-16	i	-4%
O=C(Nc1ccc(F)cc1)c1ccc(CSc2ccc(Cl)cc2)o1	·	·	3%	·	·	-2%	·	·	i	-3%
O=c1nc(-c2ccccc2)cn[nH]1	1	-5%	11%	-17%	-4.8%	12%	1	-2	i	-3%
Cc1ccc(NC(=O)c2ccc(Nc3ccccc3F)nc2)cc1	1.2	7%	-4%	12%	-8.4%	5%	12	24	i	-2%
N#Cc1c(-c2cccs2)nc(SCC(=O)c2cccs2)[nH]c1=O	1.1	-3%	24µM*	10%	-4.4%	6%	18	7	i	-4%
Fc1cccc(Cl)c1CSc1nnc2ccccn12	1.1	2%	-1%	-10%	-7.7%	4%	-1	12	i	-6%
Clc1ccccc1OCc1nn2c(-c3ccncc3)nnc2s1	1.1	3%	8%	5%	0.7%	0%	-3	-1	i	0%
Cc1ccc(-c2nc3cc(N)ccc3o2)c(C)c1	1.1	26%	-3%	8%	-3.8%	-3%	1	1	i	-11%
COC(=O)COC(=O)CC(CC(N)=O)c1ccccc1 (stereo not given)	1.2	-14%	6%	-8%	-2.7%	3%	10	-2	i	-1%
CCN(CC(=O)Nc1ccc2c(c1)OCO2)Cc1nc2ccccc2c(=O)[nH]1	2.6	-3%	-5%	-4%	0.8%	1%	2	4	i	-4%
NC(=O)C1CCCNC1 (stereo not given)	·	·	1%	·	·	-11%	·	·	i	-3%
O=C(NCc1ccc2c(c1)OCO2)C1CCN(c2ccc(S(=O)(=O)N3CCCC3)cc2)CC1	1.1	17%	1%	22%	-8.2%	-1%	-3	-4	i	4%
O=C(NC1CCCCC1)N1CCc2[nH]c3ccccc3c2C1	0.9	-3%	6%	-4%	-6.8%	10%	7	-9	i	-3%
O=C(Nc1ccc(C(F)(F)F)cc1)C1CC(=O)N(c2ccc3c(c2)OCCO3)C1 (stereo not given)	1	11%	3%	9%	-8.6%	-3%	12	5	i	-7%
O=c1c(Cl)c(N2CCN(c3ccc(F)cc3)CC2)cnn1-c1nc2ccccc2s1	1.1	4%	21%	7%	-3.6%	11%	1	0	i	-2%
C/C(CC1CC(COCCC(C)C)OC1=O)=N\NC(N)=S (stereo not given)	1.1	-5%	12%	0%	0.4%	1%	18	26	i	-9%
COc1cccc(C(=O)COc2cccc(NC(=O)c3cccc([N+](=O)[O-])c3)c2)c1	1.1	7%	6%	1%	-1.9%	-5%	4	9	i	-3%
Cc1cccc(NC(=O)c2ccco2)c1C(=O)O	·	·	19%	·	·	1%	·	·	i	-6%
Nc1ccc2c(c1)ncn2CCCn1cnc2cc(N)ccc21	1	8%	-2%	9%	-15%	-1%	-3	4	i	0%
Cc1ccc(C(=O)NCC2CCCO2)cc1N1CCCC1=O (stereo not given)	1	0%	-2%	10%	-4.9%	8%	28	27	i	-5%
COc1ccc(Cl)cc1C(=O)NC(C)C	1.2	-7%	8%	-8%	-4.7%	0%	15	13	i	-11%
CC(=O)N(c1ccc2oc(=O)sc2c1)S(=O)(=O)c1ccccc1	0.8	43%	13%	22%	-16%	-13%	20	18	i	-8%
O=C(NCCCc1ccccc1)c1cccc([N+](=O)[O-])c1	1.1	-2%	0%	-2%	-6.1%	3%	9	-11	i	-2%

Grouped by structure: those above with a nitro group on carbon.
SMILES	TNAP activation fold	human PMI inhibitors	M1AAP inhibition	PMI inhibitors	XIAP antagonists	M17LAP inhibition	WT yeast gro inh	WT yeast gro inh mutant strain	Yfh1-depleted yeast	LYP phosphatase
CC(C(=O)NCc1ccccn1)c1ccc([N+](=O)[O-])cc1 (stereo not given)	1.1	-4%	4%	0%	-1.0%	5%	-1	4	i	-9%
COc1c(OC(C)=O)ccc(/C=C/c2ccc3cccc(OC)c3n2)c1[N+](=O)[O-]	1.1	16%	3%	16%	0.4%	0%	43	3	i	0%
COc1cccc(C(=O)COc2cccc(NC(=O)c3cccc([N+](=O)[O-])c3)c2)c1	1.1	7%	6%	1%	-1.9%	-5%	4	9	i	-3%
O=C(NCCCc1ccccc1)c1cccc([N+](=O)[O-])c1	1.1	-2%	0%	-2%	-6.1%	3%	9	-11	i	-2%

Remaining list, next part:
SMILES	TNAP activation fold	human PMI inhibitors	M1AAP inhibition	PMI inhibitors	XIAP antagonists	M17LAP inhibition	WT yeast gro inh	WT yeast gro inh mutant strain	Yfh1-depleted yeast	LYP phosphatase
Cc1cc(C)nc(NC(=O)c2ccc(Cl)c(Cl)c2)n1	1.2	-1%	-1%	1%	-8.4%	0%	1	2	i	-3%
Cc1ccc(CNCC(O)(c2ccccc2)c2ccc(Cl)cc2)cc1 (stereo not given)	1	3%	-3%	7%	-6.6%	-2%	69*	15*	i	-8%
O=C(NC(C(=O)N/N=C/c1ccccc1)c1n[nH]c(=O)c2ccccc12)c1ccccc1 (stereo not given)	1.1	12%	3%	10%	-8.4%	-8%	-10	0	·	-13%
Cc1ccc(NC(=O)COc2ccc(/C=N/NC(=O)CSCc3ccccc3)cc2)cc1	1.1	14%	-1%	12%	0.2%	-6%	14	11	i	-1%
COc1ccc(OC)c(Nc2ccc(Nc3cc(OC)ccc3OC)nn2)c1	1	27%	11%	18%	-2.9%	-4%	0	-15	i	-3%
Cc1cc(-c2nnc(CCC(=O)N(CC3CCC3)CC3CCCO3)o2)no1 (stereo not given)	1.1	-6%	5%	1%	-5.9%	-14%	-13	-15	i	-3%

Assay outcomes (PubChem BioAssay)
